CYP2C9 inhib = blockers of cytochrome P450 2C9 activity – biochemical, luminescence, ADME assay, primary screen; AID 777, 2007; P11712; inhibition, % at 5 µM; CYP2C9 Supersomes, luciferin-H conversion; actives 20% (n = 96,000);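 active = blocking of liver enzyme CYP2C9 beyond about 50% at 5 µM, limit read from the data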; also: values of inactives mirror those of a sister screen read the other way
Target sequence (P11712 whole entry, looked up): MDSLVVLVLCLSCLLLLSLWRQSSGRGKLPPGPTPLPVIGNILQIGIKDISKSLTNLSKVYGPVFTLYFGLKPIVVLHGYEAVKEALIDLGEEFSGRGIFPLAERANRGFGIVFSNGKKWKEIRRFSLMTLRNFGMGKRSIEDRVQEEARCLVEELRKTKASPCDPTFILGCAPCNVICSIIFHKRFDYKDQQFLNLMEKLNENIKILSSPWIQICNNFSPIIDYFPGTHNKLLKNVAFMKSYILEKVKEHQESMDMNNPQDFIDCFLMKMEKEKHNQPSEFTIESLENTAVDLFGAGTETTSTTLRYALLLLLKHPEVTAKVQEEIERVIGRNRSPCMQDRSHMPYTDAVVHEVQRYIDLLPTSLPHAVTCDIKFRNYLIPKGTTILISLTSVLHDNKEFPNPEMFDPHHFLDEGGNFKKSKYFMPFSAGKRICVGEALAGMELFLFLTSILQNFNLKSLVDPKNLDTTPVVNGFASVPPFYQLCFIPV
Calb biofilm kill = clotrimazole potentiators killing Candida biofilms, primary screen, with clotrimazole, Alamar Blue. AID 834, 2007. inhibition, % at 6 µM. C. albicans biofilm + clotrimazole. actives 0.14% (n = 85,000);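 active = inhibition above 20%; inactive = inhibition below 20%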;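 also: preformed 24 hr biofilms exposed to compound for 48 hr; 0% = biofilm without compound and 100% = blank killed by clotrimazole plus chlorhexidine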
HUVEC tox TNFa = cytotoxicity in TNFa-stimulated HUVEC, primary screen, cytotoxicity control for VCAM1 expression modulator project, imaging, Hoechst nuclei count. HUVEC TNFalpha-stimulated, Hoechst cell count. cell count reduction, % at 2 µM. actives 0.17% (n = 93,000). AID 848, 2007;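 active = cell count reduction exceeding the screen mean by over 5 SD, scaled to untreated wells per plate, cut at about 78% in these data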;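 also: cells counted after 24 h of TNF alpha exposure following the 1 h pretreatment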
CYP2C19 activ = human CYP2C19 activators, primary screen, biochemical, luminescence | recombinant CYP2C19, luciferin-H EGE luminescence; hits give high values; 0 = fully inhibited enzyme, 1 = untreated enzyme | 96,000 tested, under 10 active | activation factor at 5 µM | AID 1025, 2008;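 active = activation factor of at least 2 at 5 µM in the primary screen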;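 also: 0 = wells with 2.5 mM tranylcypromine and 1 = vehicle-only wells; values of inactives mirror those of a sister screen read the other way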
CYP2C19 inhib = blockers of cytochrome P450 2C19 activity – biochemical, luminescence, ADME assay, primary screen. actives 21% (n = 96,000). inhibition, % at 5 µM. P33261. CYP2C19 Supersomes, luciferin-H EGE luminescence, 30 min;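 active = CYP2C19 inhibition above a set limit at 5 µM in the primary screen, cut at about 50% in these data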;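 also: plate controls were negative control wells for no effect and 2.5 mM tranylcypromine positive control for full effect; values of inactives mirror those of a sister screen read the other way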
VCAM1 TNFa inh = inhibitors of TNFa-induced VCAM1 expression, primary screen, imaging, HUVEC, TNFa stimulus, immunofluorescence; HUVEC TNFa-induced VCAM-1 immunofluorescence, high-content imaging; actives 0.48% (n = 95,000); inhibition, % at 2 µM; AID 802, 2007;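 active = inhibition above the batch mean plus 3 SD, with images confirmed as a hit by eye, cut at about 37% in these data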;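 also: 0% = TNF-stimulated DMSO wells and 100% = unstimulated control wells; not every result past the cut was called active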
CYP2C9 activ = human CYP2C9 activators, primary screen, biochemical, luminescence; Cytochrome P450 2C9 (Homo sapiens), P11712; recombinant CYP2C9, luciferin-H conversion; hits give high values; factor 1 = untreated enzyme, 0 = blocked; activation factor at 5 µM; actives 1.4% (n = 96,000); AID 1024, 2008;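 active = activation factor of 2 or more for CYP2C9 at a 5 µM dose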;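 also: 0 = sulfaphenazole-blocked wells and 1 = vehicle-only wells; values of inactives mirror those of a sister screen read the other way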
DAT uptake mod = changed hDAT dopamine uptake under cocaine IC80, either direction, primary screen, cocaine antagonist project, cell-based, LLC-PK1 hDAT, [14C]-dopamine uptake, MLSMR; LLC-PK1 hDAT cells, [14C]-dopamine uptake with cocaine IC80; actives deviate in either direction; B-score at 10 µM; actives 1.3% (n = 110,000); AID 449768, 2010;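 active = Z score or B-score, a plate-position-corrected score, falls beyond the plate's 99.7% confidence bounds, in either direction; inactive = both scores lie inside the 99.7% bounds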;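 also: scored against the spread of the other compound wells on the same plate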
Target sequence (Q01959 whole entry, looked up): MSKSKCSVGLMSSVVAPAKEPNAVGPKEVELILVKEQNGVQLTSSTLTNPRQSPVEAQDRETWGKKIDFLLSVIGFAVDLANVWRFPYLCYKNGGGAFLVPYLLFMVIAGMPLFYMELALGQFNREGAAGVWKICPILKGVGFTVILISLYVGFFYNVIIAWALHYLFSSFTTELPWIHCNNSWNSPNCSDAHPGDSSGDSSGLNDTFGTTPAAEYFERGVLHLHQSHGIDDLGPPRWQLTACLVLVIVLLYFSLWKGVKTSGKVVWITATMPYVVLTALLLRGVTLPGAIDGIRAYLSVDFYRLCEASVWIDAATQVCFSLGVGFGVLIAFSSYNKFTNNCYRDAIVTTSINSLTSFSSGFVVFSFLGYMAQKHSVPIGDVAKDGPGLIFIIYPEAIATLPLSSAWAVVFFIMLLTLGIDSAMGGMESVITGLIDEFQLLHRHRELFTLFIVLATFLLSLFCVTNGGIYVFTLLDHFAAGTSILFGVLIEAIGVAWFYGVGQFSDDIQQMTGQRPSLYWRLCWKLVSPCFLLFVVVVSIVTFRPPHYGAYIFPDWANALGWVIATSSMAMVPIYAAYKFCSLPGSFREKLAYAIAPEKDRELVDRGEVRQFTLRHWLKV
HUVEC tox IL1B = cytotoxicity in IL-1B stimulated HUVEC, primary screen, cytotoxicity control for IL-1B NFkB translocation project, imaging, Hoechst nuclear count, IL-1B stimulus. HUVEC cell count loss. cell count reduction, % at 2 µM. actives 0.41% (n = 94,000);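 active = cell count reduction more than 3 SD above the screen-wide mean, cut at about 70% in these data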;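 also: normalized per plate to untreated control cells as the no-loss baseline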
An asterisk follows results filed as active; nt = not tested or not shown. Compounds as they come; any-hit rate near 29%.

Results follow in this order: DAT uptake mod	CYP2C9 activ	CYP2C9 inhib	HUVEC tox IL1B	CYP2C19 inhib	Calb biofilm kill	HUVEC tox TNFa	VCAM1 TNFa inh	CYP2C19 activ
- CSc1sc(C)cc1C1C(C#N)=C(N)N(c2cccnc2)C2=C1C(=O)CC(C)(C)C2 (stereo unspecified)
 : 0.34	0.9	12	-16	-2	1	-12	5	1
- CCn1c(Cc2cccs2)nnc1SCC(=O)c1ccc(C)cc1
 : -0.046	0.2	79*	5	94*	6	-4	5	0.1
- CCOC(=O)c1[nH]c(C)c(C(=O)OC(C)C(=O)Nc2ncc(Cl)cc2Cl)c1C (stereo unspecified)
 : 1.8	0.6	40	9	24	-6	-1	-5	0.8
- CCOc1ccc(CNc2ccc3c(c2)nc(C)n3C)cc1
 : 0.54	0.9	9	8	38	5	6	1	0.6
- O=C(NC1(C(F)(F)F)NC(=O)N(Cc2cccnc2)C1=O)c1ccc(F)cc1 (stereo unspecified)
 : 0.0049	0.7	31	-11	34	8	-7	10	0.7
- CCCCn1nnnc1SCC(=O)Nc1cccc(C)n1
 : -0.086	0.8	20	3	65*	10	30	19	0.3
- N#CCCCSc1nnc(CSc2nc3ccccc3s2)n1-c1ccccc1
 : 0.84	0.5	46	11	38	0	-25	5	0.6
- CC(C)(C)c1ccc(CN2C3=NCCCN3c3ccccc32)cc1
 : 0.94	nt	nt	75*	nt	6	-17	6	nt
- COc1ccc(CCNc2nc(-c3cccnc3)cs2)cc1OC
 : 0.037	0.9	10	-7	84*	nt	-5	-2	0.2
- Cc1csc(NC(=O)CSc2nnc3ncccn23)n1
 : 0.21	0.9	5	-7	15	5	-19	12	0.8
- CC(Cc1ccccc1)NC(=O)C1(c2ccccc2)CCOCC1 (stereo unspecified)
 : -1.2	0.9	7	7	44	-1	-6	-16	0.6
- COc1cc(C(=O)O/N=C2\C=CC(=O)C(C)=C2)cc(OC)c1OC
 : 0.41	0.8	18	-92	14	nt	-15	18	0.9
- CCOC(=O)C(O)(C1C(=O)CC(C)(C)CC1=O)C(F)(F)F (stereo unspecified)
 : 0.87	0.1	93*	-1	0	5	-9	-15	1
- O=C(Cn1nnc(-c2ccc(Cl)cc2)n1)NC1CC2CCC1C2 (stereo unspecified)
 : -0.6	0.7	30	-24	38	9	-31	-3	0.6
- CCC(CC)NC(=O)c1cc(OC)c(OC)c(OC)c1
 : 1.2	1	3	nt	4	-2	nt	nt	1
- O=C(CSCc1ccco1)Nc1cc(C(F)(F)F)ccc1N1CCOCC1
 : -0.062	0.7	30	-9	41	nt	-9	-52	0.6
- C=CCN1C(c2ccccc2)=CS/C1=C(\C#N)c1nnc2n1CCCCC2
 : 0.91	0.7	27	nt	83*	3	nt	nt	0.2
- CCc1cc2c(-c3ccccc3)cc(=O)oc2c(CN2CCOCC2)c1O
 : 0.48	0.1	92*	1	78*	3	-8	7	0.2
- CCOC(=O)N1CCN(c2cc(N3CCN(CC)CC3)c(F)cc2[N+](=O)[O-])CC1C (stereo unspecified)
 : 0.63	0.7	34	11	23	nt	nt	-26	0.8
- CCCN(CCC)C(=O)CSc1nc2n[nH]c(C)c2c(=N)n1-c1ccc(OCC)cc1
 : 0.028	0.7	34	-10	32	nt	-26	-3	0.7
- Cc1cc(OCCOc2cccc3cccnc23)cc(C)c1Cl
 : -0.11	2.2*	-118	-129	15	4	-28	1	0.8
- CCOC(=O)COn1c(=O)c(=O)n(OC)c2ccccc21
 : -0.34	1	-2	-85	-20	nt	-22	0	1.2
- Cc1nonc1NC(=O)CSc1nnc(-c2ccoc2C)n1-c1cccc(Cl)c1
 : -0.18	nt	nt	39	nt	9	-30	12	nt
- CCCc1nc2sc3ccccc3c(=O)c2c(=O)n1CCOC
 : nt	1	4	-16	6	5	6	10	0.9
- COc1ccc(-c2cc3nc(C)cc(N)n3n2)cc1
 : -8.4*	0.7	30	-23	77*	2	18	0	0.2
- CCCc1[nH]nc2c1C(c1cc(OC)cc(OC)c1)C(C#N)=C(N)O2 (stereo unspecified)
 : -0.39	0.7	31	-15	34	5	-19	-3	0.7
- O=C(CCCN1C(=O)c2ccccc2C1=O)N1CCCCC1
 : -0.034	nt	nt	nt	nt	0	-4	9	nt
- Cc1c(=O)n(OCc2ccccn2)c2ccccc2[n+]1[O-]
 : -0.74	1.9	-88	7	19	6	-30	13	0.8
- Cc1ccc(CSCCNC(=O)c2ccc(Cl)c(S(=O)(=O)N3CCOCC3)c2)cc1
 : -0.03	0.2	81*	-19	62*	3	-9	1	0.4
- Cc1ccc2c(c1)nnn2C1CCN(C(=O)C23CC4CC(CC(C4)C2)C3)CC1
 : 0.21	nt	nt	-1	nt	11	-1	21	nt
- Brc1ccc(-c2csc(NNC3=NCCCCC3)n2)cc1
 : -0.3	0.8	19	19	22	-3	11	-13	0.8
- Cc1cc(C)n(C(=O)c2ccncc2)n1
 : -0.43	1	5	-23	1	0	-39	1	1
- c1coc(-c2nnc(SCc3cn4ccccc4n3)o2)c1
 : 1.3	1	-2	16	46	3	-12	-3	0.5
- CC(C)Cn1c(CN2C(=O)c3ccccc3C2=O)nc2ccccc2c1=O
 : -0.7	0.7	29	24	6	3	12	1	0.9
- CN1CCC(OC(=O)C23CCC(C)(C(=O)O2)C3(C)C)CC1 (stereo unspecified)
 : -0.03	0.5	49	-19	-20	4	0	8	1.2
- COc1ccccc1N1CCN(C(=O)CSc2nnc(-c3ccoc3C)o2)CC1
 : -0.66	0.7	26	nt	17	7	nt	nt	0.8
- Cc1nc(=O)c(-c2ccccc2)c(C)n1CCCCCC(=O)O
 : -0.89	1	0	4	-4	5	-33	-2	1
- O=C(O)c1ccc(Oc2cccc([N+](=O)[O-])c2)cc1C(=O)O
 : -1.4	0.9	5	39	6	nt	28	12	0.9
- Cc1cc(Cl)c(S(=O)(=O)NCc2ccncc2)cc1OCC(N)=O
 : 0.66	0.8	16	-16	45	5	-1	4	0.6
- CN1CCN(S(=O)(=O)c2ccc(Br)s2)CC1
 : -1.4	1	4	nt	9	-3	nt	nt	0.9
- O=C(NC1CCCCC1)Sc1ccc(Cl)cc1
 : -0.9	0.6	42	-7	20	-1	-10	-21	0.8
- C=CCOc1ccccc1/C=c1\sc2nc(=O)c(C)nn2c1=O
 : -0.2	nt	nt	-24	nt	3	-42	5	nt
- CCOc1cnc(-c2ccc(Cl)cc2)o1
 : -0.052	0.9	9	-27	17	nt	-6	2	0.8
- Cc1ccccc1-n1nnnc1SCc1csc(-c2ccccc2)n1
 : 1.1	0.1	93*	-1	97*	4	-24	0	0
- Nn1cnnc1SCC(=O)Nc1ccc(C2CCCCC2)cc1
 : 1.3*	0.8	16	nt	11	6	nt	nt	0.9
- Cc1cc(N2CCC(C)CC2)nc2cccc(O)c12
 : -1.8	3*	-205	1	23	12	-2	-19	0.8
- O=C(Nc1cccc(-c2cn3ccccc3n2)c1)C1CC1
 : -0.75	0.9	15	-9	7	nt	5	-10	0.9
- Cc1cc(Cl)c(OCCN2C(=O)NC(C)(C)C2=O)c(Br)c1
 : 0.45	0.9	14	-12	98*	3	1	10	0
- CC(/C=N/NC(=O)c1cccc([N+](=O)[O-])c1)=C\c1ccccc1
 : -0.76	0.5	48	-6	-11	nt	0	11	1.1
- CS(=O)(=O)N(Cc1ccc(C(=O)NCc2ccco2)cc1)c1ccccc1
 : -1.3	0.6	44	-3	0	0	-16	-1	1

(continued)
Results follow in this order: DAT uptake mod	CYP2C9 activ	CYP2C9 inhib	HUVEC tox IL1B	CYP2C19 inhib	Calb biofilm kill	HUVEC tox TNFa	VCAM1 TNFa inh	CYP2C19 activ
- CCc1nc(SCC(=O)Nc2ccc3c(c2)OCCO3)c2oc3ccccc3c2n1
 : -0.21	0.5	52*	-29	24	4	-20	7	0.8
- O=C(NCc1ccco1)c1cc2n(n1)C(C(F)(F)F)CC(c1ccc(Br)cc1)N2 (stereo unspecified)
 : -1.9	0.9	12	-44	18	9	5	13	0.8
- COc1cccc(CNS(=O)(=O)c2cccc(S(=O)(=O)N3CCOCC3)c2)c1
 : -0.25	0.6	37	15	57*	1	7	13	0.4
- CCN(CCCNC(=O)CCNC(=O)Cn1cnc2ccccc2c1=O)c1ccccc1
 : -0.34	0.6	40	-10	1	nt	-36	16	1
- Cc1ccc(CNC(=O)CCS(=O)(=O)c2cccc3nonc23)cc1
 : -0.2	1.2	-23	nt	37	3	nt	nt	0.6
- COc1ccc(-c2cc(C(=O)OCC(=O)Nc3cc(C)on3)c3ccccc3n2)cc1OC
 : 0.017	0.5	46	-38	53*	nt	-4	17	0.5
- CC(C)(C)NC(=O)Cn1nnc(-c2ccc(Cl)cc2)n1
 : -0.22	1	-1	-18	43	4	0	4	0.6
- COc1ccccc1NC(=O)CS(=O)(=O)c1cccc2nsnc12
 : -0.017	2.5*	-154	-17	40	4	-21	9	0.6
- Cc1ccc(S(=O)(=O)N(C)c2ccc(C(=O)N3CCCCC3)cc2)cc1
 : 0.089	0.3	74*	-182	55*	0	-28	-6	0.4
- CC(NC(=O)C1(C)CC1(Br)Br)C(C)(C)C (stereo unspecified)
 : 0.67	1	-3	-14	6	nt	-11	10	0.9
- O=C(CSc1ncnc2nc[nH]c12)N1CCN(c2ccccc2)CC1
 : 0.85	0.9	11	-28	46	6	-7	26	0.5
- O=C(NCC1COc2ccccc2O1)C1CCN(S(=O)(=O)c2cccc3nsnc23)CC1 (stereo unspecified)
 : 0.072	1.7	-66	-8	59*	6	4	-2	0.4
- COC1CCCCC1Nc1cc(C)ccc1C (stereo unspecified)
 : -0.41	0.8	22	-31	44	7	-33	-11	0.6
- Cc1cccc(NC(=S)NC(=O)c2cccs2)n1
 : 0.083	0.7	35	-9	33	nt	-24	20	0.7
- O=c1cc(CN2CCN(c3cccc(Cl)c3)CC2)c2cc3c(cc2o1)CCCC3
 : 0.15	0.4	59*	-14	13	4	-33	8	0.9
- COc1ccc(Nc2ncnc3nc[nH]c23)cc1OC
 : 0.032	0.8	23	nt	6	10	nt	nt	0.9
- N#CCSc1nnc(Cc2cccc3ccccc23)n1C1CCCCC1
 : 0.73	0.6	45	-1	57*	3	-12	-7	0.4
- Cc1c(C(=O)Nc2ccncc2)oc2ccccc12
 : -2	0.5	53*	0	98*	6	-17	2	0
- CC(C)CC(C(=O)O)C(C)CC(=O)Nc1ccn(-c2ccccc2)n1 (stereo unspecified)
 : 0.5	nt	nt	-6	nt	6	-4	-4	nt
- CCOC(=O)c1nn(-c2ccc(Cl)cc2)c2nc(CC)c(C#N)c(=O)n12
 : 0.027	nt	nt	-26	nt	9	-49	5	nt
- CCN(CC)c1ccc(C2=NNC(=O)CC2C)cc1[N+](=O)[O-] (stereo unspecified)
 : -0.66	0.5	52*	-4	50	nt	52	78*	0.5
- COc1ccc2sc3ccccc3c(=O)c2c1OC
 : nt	0.9	13	18	18	nt	13	-17	0.8

Screening results (PubChem BioAssay)
